APJ antagonist: blocks the human apelin receptor APJ; CHO-K1 APJ beta-arrestin complementation, luminescence; inhibition, % at 20 µM; 330,000 tested, 0.32% active; AID 2521;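 active means inhibition above about 40% at 20 µM, limit read from the data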;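 further: cells challenged with 10 nM apelin-13 agonist together with compound; plate controls were apelin-13 plus DMSO wells for no effect and DMSO wells lacking apelin-13 for full effect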
Target sequence (P35414 whole entry, looked up): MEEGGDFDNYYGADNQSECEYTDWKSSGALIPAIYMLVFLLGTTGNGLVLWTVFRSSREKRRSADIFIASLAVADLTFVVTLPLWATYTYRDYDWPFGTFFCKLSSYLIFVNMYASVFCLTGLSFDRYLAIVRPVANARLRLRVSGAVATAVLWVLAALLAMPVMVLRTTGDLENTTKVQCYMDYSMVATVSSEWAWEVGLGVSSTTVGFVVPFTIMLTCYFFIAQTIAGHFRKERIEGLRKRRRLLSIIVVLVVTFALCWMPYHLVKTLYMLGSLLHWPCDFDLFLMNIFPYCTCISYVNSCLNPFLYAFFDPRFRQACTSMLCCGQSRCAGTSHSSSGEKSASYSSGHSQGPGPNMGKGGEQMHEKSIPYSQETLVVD
XBP1 UPR activ: activators of adaptive arm of unfolded protein response (XBP1) | AID 463104 | activation, % at 20 µM | CHO-XBP1 luciferase reporter, IRE1-XBP1 UPR activation, luminescence; percent of tunicamycin response, DMSO as zero | 330,000 tested, 0.33% active;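 active means versus positive control, 20 µM dose yields 30% or more activation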;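 further: 100% = tunicamycin at 10 µg/mL and 0% = DMSO only wells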
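Material: IRE1-XBP1 luciferase reporter CHO line / Quantity: one thousand reporter cells per well / Buffer or medium: F12 with 10% serum / Compound: 20 µM single concentration, DMSO 1% / Times: 6 h treatment, 37 °C / Detection: Steady-Glo luciferase glow luminescence, 10 min after reagent addition / Benchmarks: tunicamycin high, DMSO low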
TIM10 inh: growth inhibitors of TIM10 yeast strain; S. cerevisiae TIM10 strain growth, BacTiter-Glo luminescence, 24 h; inhibition, % at 10 µM; 330,000 tested, 1.4% active; AID 463195;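 active means inhibition of 40% or more at the single tested concentration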;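 further: wild-type TIM10 isogenic control strain grown at permissive 25 °C; 0% = DMSO yeast wells and 100% = minimal medium wells without yeast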
CHOP UPR activ: apoptotic UPR (CHOP) activation. activation, % at 10 µM. AID 449763. CHO-CHOP luciferase reporter, luminescence; percent of tunicamycin response over DMSO baseline. 330,000 tested, 0.34% active;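 active means at 10 µM dose, activation of 40% or more, normalized to positive control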;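 further: 100% = tunicamycin at 10 µg/mL and 0% = DMSO alone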
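System: CHO-CHOP luciferase reporter cell line | Buffer or medium: F12 medium containing 10% fetal bovine serum | Doses: One dose, 10 µM in 0.5% DMSO | Times: 6 h compound exposure at 37 °C after overnight seeding | Signal: Luciferase luminescence | Read-out: % activation vs tunicamycin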
tim23-1 inh: inhibits growth of tim23-1 mutant yeast | S. cerevisiae tim23-1 growth, BacTiter-Glo luminescence, 24 h | inhibition, % at 20 µM | 330,000 tested, 1.3% active;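 active means growth inhibition of the mutant yeast at or above 50%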;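 further: temperature-sensitive mutant grown at 25 °C; plate controls were DMSO-treated mutant yeast for no effect and medium wells lacking yeast for full effect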
APJ ag: agonists of human APJ apelin receptor. activation, % at 20 µM. AID 2520. CHO-K1 APJ PathHunter beta-arrestin, luminescence; 0% DMSO wells, 100% apelin. 330,000 tested, 0.11% active. P35414;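 active means activation more than six SD over the plate average, tested at 20 µM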;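 further: 0% = DMSO alone and 100% = apelin-13 at 10 nM; some results filed as inactive read as strong as hits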
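Material: CHO-K1 APJ beta-arrestin complementation cell line; Input: cell density 1000 per well; Incubation: compound stimulation 90 min at 25 °C, detection 60 min; Signal: luminescence from split beta-galactosidase complementation, Galacton Star/Emerald II substrate; Controls: DMSO-only wells as negative, 10 nM Apelin-13 as positive control.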
CXCR6 inh: inhibitors of human CXCR6 receptor; inhibition, % at 20 µM; 360,000 tested, 0.36% active; CHO-K1 PathHunter CXCR6 beta-arrestin, luminescence; O00574; in the data active means inhibition above about 34%, passing the limit was not always enough;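 further: antagonist mode with CXCL16 agonist at 10 nM final; 0% = 10 nM CXCL16 with DMSO and 100% = unstimulated wells without agonist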
Target sequence (O00574 whole entry, looked up): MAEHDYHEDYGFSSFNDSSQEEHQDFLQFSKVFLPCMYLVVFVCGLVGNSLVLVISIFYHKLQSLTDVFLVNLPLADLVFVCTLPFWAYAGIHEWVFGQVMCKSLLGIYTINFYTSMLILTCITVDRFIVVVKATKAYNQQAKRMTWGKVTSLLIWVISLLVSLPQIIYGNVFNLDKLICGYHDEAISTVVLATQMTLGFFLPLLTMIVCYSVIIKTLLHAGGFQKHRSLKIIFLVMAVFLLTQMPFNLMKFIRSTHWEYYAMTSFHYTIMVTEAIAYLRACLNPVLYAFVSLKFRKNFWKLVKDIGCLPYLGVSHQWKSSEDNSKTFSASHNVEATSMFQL
tim10-1 inh: growth inhibitors of tim10-1 mutant yeast; S. cerevisiae tim10-1 ts strain growth, BacTiter-Glo, 24 h; inhibition, % at 20 µM; 330,000 tested, 2.2% active;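 active means inhibition of at least 40%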;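 further: mutant grown at 25 °C; 0% = DMSO wells with yeast and 100% = wells holding no yeast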
Mdm2-MdmX inh: inhibitors of human Mdm2/MdmX interaction | O15151+Q00987 | SaOS-2 split-luciferase Mdm2/MdmX complementation, luminescence | inhibition, % at 8 µM | 330,000 tested, 3% active | AID 485346;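 active means inhibition of at least 50% at 8 µM in the primary screen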
An asterisk follows results filed as active.

Compound	APJ antagonist	XBP1 UPR activ	TIM10 inh	CHOP UPR activ	tim23-1 inh	APJ ag	CXCR6 inh	tim10-1 inh	Mdm2-MdmX inh
COc1cc(/C=C(\C#N)C(=O)N2CCOCC2)cc(Br)c1O	4	0	5	-1.9	12	-1	9	-8	3
COc1ccc(S(=O)(=O)NN(C)c2nc(C(F)(F)F)nc3ccccc23)cc1	4	-1	-3	1.0	28	2	-2	18	11
C/C(=N\Nc1ccc(F)cc1)c1ccc(N2CCOCC2)c(F)c1	-3	-2	12	1.4	26	-3	2	-7	-3
O=C(N/N=C/c1cc2ccccc2nc1Cl)c1ccncc1	0	6	0	-0.9	20	0	2	-2	8
Cc1nn(C)c(C(=O)Nc2ccn(Cc3ccccc3F)n2)c1[N+](=O)[O-]	5	0	1	2.5	13	-5	-6	15	-18
C=C(C)COc1ccc2c(C)c(CCC(=O)N3C[C@H]4C[C@@H](C3)c3cccc(=O)n3C4)c(=O)oc2c1	-19	1	4	-0.8	17	9	2	20	-12
CC(=O)Nc1ccc(S(=O)(=O)NC(C)CCc2ccccc2)cc1 (stereo not given)	-21	-5	14	0.6	12	3	-11	1	16
Cn1c(O)c(N=Nc2nc(-c3ccccc3)cs2)c2ccccc21	50*	0	14	4.1	12	-7	34	16	-13
COc1ccc(S(=O)(=O)Cc2ccc(C(=O)N3CCN(c4ccccn4)CC3)o2)cc1	3	-1	5	0.5	-1	-3	4	9	-2
Cc1cc(C)nc(NC(=O)Nc2ccc(F)cc2F)n1	-4	1	7	5.7	15	0	-7	8	-6
CN(C)c1nc(SCC(=O)Nc2ccc(Cl)c(Cl)c2)nc(N2CCOCC2)n1	-5	-5	1	0.5	7	0	5	14	11
CCCC(=O)NCCc1nc2cc([N+](=O)[O-])ccc2n1C	-12	3	2	-1.6	11	-1	18	12	16
COc1c(O)ccc(/C=N\NC(=O)c2ccc3c(c2)OCO3)c1[N+](=O)[O-]	20	1	-6	4.7	9	-1	11	5	-3
Cc1nn(-c2ccccc2)c2[nH]c(=O)cc(C(F)(F)F)c12	1	3	22	-1.1	25	-1	4	5	0
Cc1ccc(N(CC(=O)NC2CCCC2)C(=O)CCC(=O)Nc2ccccn2)cc1C	-11	-5	-9	2.9	11	-2	-7	8	6
COc1ccc(CCNC(=O)C2CCCN(S(=O)(=O)c3cccc4nonc34)C2)cc1OC (stereo not given)	8	-2	-2	2.4	17	0	8	8	23
Cc1c(C(=O)NCC2CCCO2)sc2nc(-c3ccc(F)cc3)cn12 (stereo not given)	2	0	8	1.5	9	0	6	11	-16
COc1ccc(C(CNC(=O)COc2ccc(Cl)c(C)c2)N2CCCCC2)cc1 (stereo not given)	3	-3	3	1.9	16	-5	-3	29	46
CCOC(=O)N1CCN(C(=O)CN(c2cccc(OC)c2)S(C)(=O)=O)CC1	-12	0	3	-1.3	8	3	-5	14	4
O=C(O)c1cc(-c2ccc(Cl)cc2)n(-c2ccc(F)cc2)n1	-18	-2	3	0.9	11	-2	1	22	4
OCCC1CN(Cc2cccn2-c2ccccn2)CCN1Cc1ccccc1 (stereo not given)	-2	-2	-12	-0.5	8	-2	5	-10	-8
COc1ccc2[nH]cc(C(=O)CN3CCCC(C)C3)c2c1 (stereo not given)	3	-1	8	-1.0	-3	-3	-5	0	0
CCC(=O)N1CCCc2cc(S(=O)(=O)NCc3cccs3)ccc21	3	-2	26	0.4	18	-2	-8	19	10
CNS(=O)(=O)c1c(C)cc(C)c(N(C)S(=O)(=O)c2ccccc2)c1C	-12	-3	9	1.4	19	-2	-3	5	1
COc1ccc(/C=N/n2c(-c3cc(C)[nH]n3)n[nH]c2=S)cc1	6	-2	14	-0.7	15	0	5	6	14
COc1ccccc1CN1CC(C(=O)NCCN2CCOC2=O)CCC1=O (stereo not given)	5	-4	-1	3.1	-5	-3	4	-2	20
COc1ccccc1C(=O)COC(=O)c1cccs1	9	0	-3	4.7	24	-9	4	-6	-57
COc1ccc(C(=O)ON=C2C=C(C)C(=O)C(C)=C2)cc1	-4	2	22	-0.2	36	1	-4	48*	45
COc1ccc(NC(=O)CSc2nc3c(sc4ccccc43)c(=O)n2CCCN2CCCC2)cc1	19	5	7	9.1	18	0	5	15	98*
CC(C)CNC(=S)NC1CCCC1	9	-1	-15	0.4	-15	-1	2	21	-4
COC(=O)c1ccc([C@@H]2C[C@H]3CN(Cc4cccnc4)C(=O)[C@]34CCCN24)cc1	-28	1	-14	-0.1	0	-1	4	-9	10
C[C@@H](C(=O)OCC(=O)c1ccccc1)N1C(=O)C2CCCCC2C1=O (stereo not given in full)	4	-3	-2	2.0	11	-3	-6	2	14
CCn1c(-c2ccc([N+](=O)[O-])cc2)n[nH]c1=S	-3	-1	5	1.9	5	0	-1	11	-3
CN(C)S(=O)(=O)c1ccc(N2CCCC2)c(C(=O)Nc2ccccc2Br)c1	6	-2	-1	-2.0	-5	-3	7	2	20
Cc1nc2ccccc2c(C)c1C(=O)c1ccc(F)cc1	9	-2	4	-1.6	25	-3	-13	-3	48
COCCCNC(=O)c1cc(-c2cccnc2)nc2ccc(S(=O)(=O)N3CCCCCC3)cc12	16	-3	-2	1.1	-5	-2	4	2	14
CCCNC(=O)CN1C(=O)COc2ccc(S(=O)(=O)N3CCCCCC3)cc21	1	-4	6	-0.6	10	-1	-8	-2	21
COc1ccc(C=NNC(=O)c2cc(C)oc2C)cc1O	5	3	-15	2.8	6	-3	-6	-1	23
COc1ccc(C)cc1S(=O)(=O)N(CC(=O)NCc1ccco1)c1ccc(C)cc1	14	-3	12	2.0	22	0	-4	19	-12
O=C1N=C(N2CCOCC2)S/C1=C\c1ccc(-c2ccccc2Cl)o1	15	1	27	2.7	6	-2	0	26	3
Cc1cccc(NC(=O)c2sc(C)nc2C)c1	-21	0	2	6.3	13	-1	1	7	-12
O=[N+]([O-])c1ccc(OCCCCN2CCCCC2)cc1	14	-1	-4	1.0	7	-3	-5	-5	1
COC(=O)c1c(NC(C)=O)sc(C(=O)Nc2ccccc2)c1C	-5	4	28	2.0	39	-1	-5	-16	-35
COc1ccc(OCC(=O)Nc2nc3ccc(NC(C)=O)cc3s2)cc1	7	5	-2	1.3	-11	-4	-5	-20	20
COc1ccc(-c2nc3c(c(=O)c4ccccc4n3C)c(=O)n2Cc2ccccc2)cc1	-6	1	25	1.6	6	-4	6	3	10
Cn1c(=O)c2c(nc(NCc3ccccc3)n2C)n(C)c1=O	5	3	10	-0.9	11	3	3	11	-4
COCC(=O)N(CCc1ccccc1)Cc1cc2cc(C)ccc2nc1Cl	22	-5	-13	4.3	22	0	-17	-9	9
O=C(CCNS(=O)(=O)c1ccc(F)c(F)c1)NCCN1CCOCC1	6	-4	-10	-0.4	-4	-2	6	-11	1
CCC(C)(C)n1nnnc1C(C(C)C)N1CCC(C(N)=O)CC1 (stereo not given)	-6	-2	2	0.9	-6	-3	-5	-1	10
Cc1nc2sccc2c(=O)n1N	-1	0	0	2.4	6	-3	-4	-7	-14

(cont.)
Compound	APJ antagonist	XBP1 UPR activ	TIM10 inh	CHOP UPR activ	tim23-1 inh	APJ ag	CXCR6 inh	tim10-1 inh	Mdm2-MdmX inh
COc1cc(NC(=O)C2COc3ccccc3O2)c(OC)cc1Cl (stereo not given)	25	-4	22	1.0	25	-3	-15	27	34
Cc1nc2ncnn2c(C)c1CCC(=O)N1CC(C)CC(C)C1 (stereo not given)	15	-1	-2	-0.4	2	2	-7	-1	0
O=C(Nc1cccc(NC(=S)NC(=O)c2cccs2)c1)c1ccccc1	9	21	-4	-0.3	1	0	8	2	40
O=S(=O)(NCc1ccccc1)c1cccc2nsnc12	3	0	16	-3.4	16	-1	0	-2	1
Cc1nc(SCC(=O)N2CCc3ccccc32)n[nH]1	-7	-1	3	-0.4	1	0	0	4	-24
Cc1ccc(C(=O)NCc2ccco2)cc1Br	21	1	5	-0.8	25	-4	-7	1	-32
O=C(C1CCCCC1)N1CCc2[nH]c3ccc(F)cc3c2C1	-11	1	1	-1.1	-4	-3	0	7	10
C=CCCC(=O)Nc1nc(C)c(-c2csc(Nc3ccc(Cl)cc3)n2)s1	15	0	35	1.5	43	1	13	41*	18
CC(=O)Nc1cc2c(ccc3ccccc32)oc1=O	17	0	-3	0.8	-15	-1	5	-9	4
COc1cccc(C(=O)NCc2ccc(N3CCN(C(=O)OC(C)(C)C)CC3)cc2)c1	-3	2	13	0.6	12	0	-6	8	-17
CC1CCCCC1NCC#CCOc1ccc(Cl)cc1 (stereo not given)	12	3	17	3.2	8	-3	-6	17	19
Cc1ccc(NC(=O)c2ccc(-n3cccn3)nc2)cc1	8	1	3	4.3	-8	-3	10	-3	-18
COc1ccc(OCCCC(=O)Nc2cc([N+](=O)[O-])ccc2C)cc1	6	-1	3	1.4	1	1	1	14	10
CN(c1ccccc1)S(=O)(=O)c1ccc(NC(=O)c2ccc(-c3ccccc3)cc2)cc1	-22	-1	40	8.9	18	11	-4	27	16
Cc1oc(-c2cccs2)nc1CN1CCC(CO)(CCOc2ccccc2)CC1	1	-3	8	0.4	-10	-2	1	3	33
COc1cccc(OC)c1C(=O)NC(=S)NCc1cccnc1	-6	-3	-17	0.7	-9	6	2	-16	7
COCCN(Cc1cc2cccc(C)c2n2nnnc12)C(=O)C(F)(F)F	-18	1	16	-1.3	10	-7	-4	18	10
CC(C)C(=O)Nc1c2c(nn1-c1ccccc1)CSC2	-22	-2	2	-0.6	3	-6	-7	-1	16
Cc1ccc(SCn2nnc3ccccc3c2=O)c(C)c1	1	1	-13	7.2	2	-2	5	-7	-98
O=C(O)c1ccc(N/N=C/c2ccc(OC(=O)c3ccccc3Cl)cc2)cc1	0	-5	3	-1.0	3	1	7	-14	-28
c1cnc2ncc3sccc3c2c1	8	-3	6	-1.7	-2	-2	-6	5	-22
CCOC(=O)NC(NC(=O)OCC)C(=O)c1ccccc1	5	0	-18	-0.8	7	3	-3	2	22
O=C(NCc1ccco1)c1ccc(OCC2CCCO2)cc1 (stereo not given)	-5	3	-2	-0.5	3	-2	0	16	-12

Entries listed so far containing bromine, in the order listed:
Compound	APJ antagonist	XBP1 UPR activ	TIM10 inh	CHOP UPR activ	tim23-1 inh	APJ ag	CXCR6 inh	tim10-1 inh	Mdm2-MdmX inh
COc1cc(/C=C(\C#N)C(=O)N2CCOCC2)cc(Br)c1O	4	0	5	-1.9	12	-1	9	-8	3
CN(C)S(=O)(=O)c1ccc(N2CCCC2)c(C(=O)Nc2ccccc2Br)c1	6	-2	-1	-2.0	-5	-3	7	2	20
Cc1ccc(C(=O)NCc2ccco2)cc1Br	21	1	5	-0.8	25	-4	-7	1	-32

This is a subset. The share of hits here may be higher or lower than overall.
